Compound activity deposited in PubChem BioAssay by The Scripps Research Institute Molecular Screening Center.
LYPLA2 counter: blocks human lysophospholipase 2, a PME1 counter-screen; O95372; recombinant LYPLA2, FP-Rh probe fluorescence polarization; inhibition, % at 5.9 µM; 320,000 tested, 0.38% active; AID 2177;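 active = inhibition above the screen-wide mean plus 3 SD, limit set per campaign, cut at about 26% in these data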;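 also: 0% = LYPLA2 with DMSO and 100% = wells lacking LYPLA2 enzyme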
PAFAH2 inh: PAFAH2 (human) inhibition; Q99487; recombinant PAFAH2, FP-rhodamine activity probe, fluorescence polarization; inhibition, % at 3.39 µM; 340,000 tested, 0.99% active; AID 492956;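 active = inhibition above the mean over all tested compounds plus 3 SD, cut at about 30% in these data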;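 also: inhibitors block probe labeling of enzyme so polarization drops; 0% = enzyme with DMSO and 100% = wells lacking PAFAH2 protein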
PREPL inhibitor: inhibitors of human prolyl oligopeptidase-like enzyme PREPL; inhibition, % at 5.96 µM; recombinant PREPL, fluorescence polarization activity-based probe; 320,000 tested, 0.68% active; Q4J6C6; AID 2751; in the data active = inhibition above about 43%;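 also: 0% = enzyme with DMSO and 100% = wells lacking enzyme; many of its hits are not listed in these tables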
Target sequence (Q4J6C6 whole entry, looked up): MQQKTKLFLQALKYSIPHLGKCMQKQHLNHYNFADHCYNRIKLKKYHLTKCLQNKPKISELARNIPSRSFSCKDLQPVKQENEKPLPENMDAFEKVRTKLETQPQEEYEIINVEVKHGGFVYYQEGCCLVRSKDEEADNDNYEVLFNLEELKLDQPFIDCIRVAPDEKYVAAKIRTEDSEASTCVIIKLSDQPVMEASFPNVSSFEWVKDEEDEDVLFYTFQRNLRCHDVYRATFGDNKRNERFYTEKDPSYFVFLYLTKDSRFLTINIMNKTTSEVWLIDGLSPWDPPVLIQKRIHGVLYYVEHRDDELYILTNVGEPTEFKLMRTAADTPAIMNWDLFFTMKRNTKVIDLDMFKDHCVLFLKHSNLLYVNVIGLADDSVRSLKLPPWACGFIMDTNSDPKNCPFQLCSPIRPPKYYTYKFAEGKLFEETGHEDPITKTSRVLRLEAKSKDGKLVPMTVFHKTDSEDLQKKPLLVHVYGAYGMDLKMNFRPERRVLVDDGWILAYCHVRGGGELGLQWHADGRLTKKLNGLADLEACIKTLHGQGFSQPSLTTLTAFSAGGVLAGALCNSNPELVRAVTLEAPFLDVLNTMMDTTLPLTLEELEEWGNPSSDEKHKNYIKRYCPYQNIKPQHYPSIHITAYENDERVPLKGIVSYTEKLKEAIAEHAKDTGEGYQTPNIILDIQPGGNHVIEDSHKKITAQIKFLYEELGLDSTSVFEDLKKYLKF
pPAFAH FP inh: pPAFAH (human) enzyme inhibition; AID 463082; recombinant pPAFAH, FP-rhodamine probe fluorescence polarization; inhibition, % at 3.39 µM; 330,000 tested, 1.5% active;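 active = inhibition above the mean inhibition across the screen plus 3 SD, cut at about 25% in these data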;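 also: inhibitors block binding of the rhodamine activity-based probe so polarization drops; 0% = enzyme with DMSO and 100% = wells lacking pPAFAH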
ZTA DNA inh: ZTA (EBV) inhibition in EBNA-1 counter-screen; inhibition, % at 11 µM; 320,000 tested, 0.15% active; ZTA-DNA binding, fluorescence polarization; in the data active = inhibition above about 33%
Target sequence (P03206 whole entry, looked up): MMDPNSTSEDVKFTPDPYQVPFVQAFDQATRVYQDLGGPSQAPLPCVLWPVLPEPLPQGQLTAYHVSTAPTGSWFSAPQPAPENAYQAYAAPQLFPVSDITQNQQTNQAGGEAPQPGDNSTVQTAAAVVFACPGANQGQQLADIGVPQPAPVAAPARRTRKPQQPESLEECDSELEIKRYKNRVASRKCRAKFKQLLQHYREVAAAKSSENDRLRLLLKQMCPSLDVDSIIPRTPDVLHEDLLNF
PAFAH1B3 inh: blocks human PAF acetylhydrolase 1B catalytic subunit 3; Q15102; recombinant PAFAH1B3, FP-rhodamine probe, fluorescence polarization; inhibition, % at 3.39 µM; 340,000 tested, 0.28% active;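 active = inhibition above the screen-wide average of all tested compounds plus 3 SD, cut at about 25% in these data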;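 also: 0% = enzyme with DMSO only and 100% = wells lacking PAFAH1B3 protein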
EBNA-1 inh: blocks EBNA-1 binding to DNA; AID 1950; EBNA-1 DNA binding, fluorescence polarization; 300,000 tested, 0.34% active; inhibition, % at 14.8 µM; in the data active = inhibition above about 28%
LYPLA1 inh: counter-screen for PME1 inhibitors: inhibitors of human LYPLA1. O75608. inhibition, % at 5.9 µM. AID 2174. 320,000 tested, 0.16% active. recombinant LYPLA1, FP-Rh probe fluorescence polarization;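 active = inhibition above the mean of all tested compounds plus 3 SD, set per campaign, cut at about 14% in these data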;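 also: inhibitors block serine hydrolase probe labeling of LYPLA1 so polarization falls; 0% = enzyme with DMSO and 100% = wells lacking LYPLA1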
PAFAH1B2 inh: inhibitors of human PAFAH1B2. 340,000 tested, 1.2% active. inhibition, % at 3.39 µM. recombinant PAFAH1B2, FP-rhodamine activity probe, fluorescence polarization. P68402;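 active = inhibition above the mean of all tested compounds plus 3 SD, cut at about 24% in these data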;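 also: 0% = enzyme with DMSO and 100% = wells lacking PAFAH1B2; many of its hits are not listed in these tables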
* hit, by the source's call; nt = not tested or not shown; & = joins results of further samples. The list is partial, so the mix of outcomes need not match the whole.

SMILES	LYPLA2 counter	PAFAH2 inh	PREPL inhibitor	pPAFAH FP inh	ZTA DNA inh	PAFAH1B3 inh	EBNA-1 inh	LYPLA1 inh	PAFAH1B2 inh
Cc1ccccc1CC(=O)NC1CCCCCC1	-2	-1	6	-7	-21	4	-7	2	5
O=C(N/N=C/c1ccccc1F)C(=O)N1CCCCCC1	-9	2	11	-3	-7	6	-22	-4	6
CCOC(=O)CON1C(=O)C(=O)N(OCC(=O)OCC)[C@H]2CCCC[C@H]21	7	-3	2	4	19	2	4	0	5
O=C(N/N=C\c1cn[nH]c1-c1ccccc1)c1ccc([N+](=O)[O-])cc1	7	3	19	9	-15	3	6	-3	4
CN(c1cccc(NC(=O)c2ccc(Cl)c(S(=O)(=O)Nc3ccccc3)c2)c1)S(C)(=O)=O	-4	-5	-2	16	4	3	7	-5	-1
Oc1ccc(C2N=C(c3ccccc3)NC(c3ccccc3)=N2)cc1	4	-10	4	2	5	-7	9	3	-1
O=C(NCCc1ccccc1)C(c1cccs1)N(C(=O)c1csnn1)C1CC1 (stereo not given)	2	3	-4	11	0	5	9	-3	-2
CC(=O)N1c2ccc([N+](=O)[O-])cc2NC(=O)CC1C (stereo not given)	-11	0	11	-7	-1	1	-2	-5	3
COc1ccccc1NC(=O)N1CCCC1C(=O)Nc1nnc(C(C)C)s1 (stereo not given)	3	1	6	-1	15	4	0	1	2
Cc1ccc(CNC(=O)c2ccc3c(=O)n(CCCN4CCCC4=O)c(=S)[nH]c3c2)cc1	-1	-8	-11	1	-2	0	0	-7	-5
CS(=O)(=O)N1N=C(c2ccco2)CC1c1ccc(Cl)cc1Cl (stereo not given)	5	2	-3	7	5	2	0	3	3
O=C(CSc1nnc(-c2ccco2)o1)N1CCCCC1	-3	1	-9	4	0	-1	3	-2	3
Cc1csc(SCC(=O)Nc2ccccn2)n1	6	-3	9	1	-17	-4	1	1	-3
CC(C)(C)NC(=O)c1cc(Cl)ccc1[N+](=O)[O-]	-2	3	6	2	12	0	3	-1	1
S=C(NCc1cccnc1)c1ccccc1	6	1	14	-5	-18	4	-3	0	2
COc1ccc(/C=C/C(=O)OCC(=O)c2c(N)n(C)c(=O)n(C)c2=O)c(OC)c1	7	26	12	-2	1	-2	0	3	-1
Cc1ccc(OCCC(=O)OCC(=O)Nc2cc(C)cc(C)c2)cc1	-5	-4	-9	16	6	-2	2	-2	5
CCN(CC)C(=O)C(=O)c1c(-c2ccccc2)[nH]c2ccccc12	-4	-5	0	2	-18	1	-1	-5	6
O=C([O-])c1cc(-c2ccccc2)cc(-c2ccccc2)[n+]1Cc1ccccc1	3	nt	8	11	-2	nt	-7	-2	nt
COc1cc(/C=C/CN2CCN(CCC(C)C)C(CCO)C2)ccc1O (stereo not given)	1	6	24	0	-6	7	1	1	-2
O=C(Nc1nnc(C2CC2)s1)C1=NN(C2CCS(=O)(=O)C2)C(=O)CC1 (stereo not given)	2	4	4	3	21	6	5	1	1
N#CN=C1CCCCCN1CC(N)=O	0	5	3	0	8	5	7	-4	4
Cc1ccc(N2C(=O)CC3(CC4C=CC3C4)C2=O)cc1 (stereo not given)	5	1	3	1	-9	6	5	-1	4
Cc1[nH]c2ccccc2c1/C=N\NC(=O)CNc1ccc2c(c1)OCO2	-1	4	29	18	-3	0	6	3	1
COc1ccc(N2C(=O)c3ccccc3NC2c2cccnc2)cc1 (stereo not given)	-3	1	0	0	-24	4	-8	2	7

Later entries
SMILES	LYPLA2 counter	PAFAH2 inh	PREPL inhibitor	pPAFAH FP inh	ZTA DNA inh	PAFAH1B3 inh	EBNA-1 inh	LYPLA1 inh	PAFAH1B2 inh
Cc1ccc(-c2nn(C)c(=O)c3ccccc23)cc1CNC(=O)CN1CCOCC1	-4	-3	1	3	10	2	-3	4	-3
CCOC(=O)CN1CC23C=CC(O2)C(C(=O)Nc2ccc(OC)cc2OC)C3C1=O (stereo not given)	-6	4	4	3	3	-1	4	-3	-2
CC(=O)c1c(C)[nH]c(C(=O)Nc2cccc(S(=O)(=O)N3CCOCC3)c2)c1C	-3	-11	15	-2	-9	11	-1	-8	0
S=C(Nc1ccccc1Cl)NC1CCCCCC1	-7	-3	-4	7	6	-2	-1	0	0
COC(=O)c1ccc(CNC(=O)COC(=O)CCC2CCCC2)cc1	0	-1	5	25*	9	-5	-1	-1	1
COc1cc2c(cc1OC)CN(C(=O)c1ccc(OC)c(S(=O)(=O)N3CCOCC3)c1)CC2	2	2	17	0	-19	8	-14	2	5
Cc1c(C(=O)N2CCOCC2)[nH]c2ccc(OCc3ccccc3)cc12	-5	2	11	11	-4	10	14	-2	7
O=C(Nc1ccccc1)C1CCN(C(=O)c2ccccc2)CC1	0	0	7	-5	14	-1	-11	0	-1
COC(=O)c1ccc(COc2cccc3c2OC(C)(C)C3)cc1	-4	-8	2	4	-3	-2	4	5	0
COC(=O)c1ccc(Nc2nc(N3CCOCC3)nc(N3CCOCC3)n2)cc1	4	3	-6	4	5	3	-5	3	0
Cc1ccc(CSCc2ccc(C(=O)NCC3CCCO3)o2)cc1 (stereo not given)	1	-1	-9	7	-6	5	-9	-1	7
COc1ccc(CCNC(=O)c2nnc(Cc3ccc(Cl)cc3)o2)cc1OC	4	-6	17	28*	0	8	6	2	-8
CCSc1ccc([C@@H]2[C@@H]3C(=O)N(C)C(=O)[C@@H]3[C@]3(C(=O)OC)CCCCN23)cc1OC	nt	-1	11	-6	nt	3	nt	nt	-1
COc1ccc2c(CC(=O)NNC(=O)c3ccc(O)cc3)coc2c1	nt	12	12	6	nt	8	nt	nt	6
COc1ccc(-n2c(SCC(=O)/C(C#N)=C(\C)N)nc3ccccc3c2=O)cc1OC	4	-4	9	7	-5	2	-9	0	9
O=C(COC(=O)COc1ccccc1[N+](=O)[O-])NCc1ccc2c(c1)OCO2	nt	5	36	8	nt	4	nt	nt	4
COc1ccccc1Nc1nc2nonc2nc1N1CCCCC1C (stereo not given)	3	-6	-2	-1	2	0	9	1	-2
O=C(Nc1ccc(OC(F)F)c(Cl)c1)[C@@H]1CCCN1C(=O)c1cccs1	0	1	-2	8	16	2	0	2	-3
O=C(CCC(=O)N/N=C/c1ccccc1O)NCc1ccccc1	-10	-4	-6	0	-5	5	-1	-7	3
CO/N=C(\C(=O)N[C@@H]1C(=O)N2C(C(=O)O)=C(COC(C)=O)CS[C@H]12)c1csc(N)n1 (stereo in doubt)	-2	0&9&13	-7&5&0	-6&5&3	8	-5&-10&10	-2	-2	-5&0&5
Cc1ccc(S(=O)(=O)N(Cc2ccccc2)Cc2ccco2)cc1	2	5	0	2	2	-1	-7	-6	3
CC(NC(=O)c1ccccc1Cl)C(=O)N1CCN(Cc2ccc3c(c2)OCO3)CC1 (stereo not given)	3	0	19	-2	-8	5	nt	1	2
COc1ccccc1CNC(=O)c1ccc(CNc2c(N3CCCC3)c(=O)c2=O)cc1	4	5	-2	0	-24	0	-3	1	3
OCCC1CN(Cc2c(O)ccc3ccccc23)CCN1CCc1ccccc1 (stereo not given)	2	-7	12	6	19	4	1	-1	2
CC(C)COC(=O)CCNc1n[nH]c(=O)[nH]c1=O	2	0	23	0	18	7	6	2	5

Additional records.
SMILES	LYPLA2 counter	PAFAH2 inh	PREPL inhibitor	pPAFAH FP inh	ZTA DNA inh	PAFAH1B3 inh	EBNA-1 inh	LYPLA1 inh	PAFAH1B2 inh
COc1ccc(N(CC(=O)Nc2ccccc2C(=O)NCCc2ccccc2)S(C)(=O)=O)cc1OC	-2	-1	8	1	-3	4	-4	-3	2
O=C(CNc1ccccc1)c1ccc([N+](=O)[O-])cc1	-7	4	-1	9	6	-5	6	-3	2
CC(C)(C)C(=O)Nc1cccc(-c2cc(-c3c(Cl)cccc3Cl)no2)c1	-22	-7	-7	9	1	-5	2	-8	-2
COCCn1c(SCC(=O)N2CCCc3ccccc32)nc2cccnc21	10	-4	-1	0	-2	7	-2	4	4
CCCCN(CC(=O)NCc1ccc(Cl)cc1)S(=O)(=O)c1ccc2c(c1)OCCO2	1	-1	-14	10	0	10	1	-3	18
Nc1nonc1-n1nnc(C(=O)N/N=C/c2ccncc2)c1CSc1ccccc1	-1	4	13	-10	1	-6	-5	0	0
CC1CCCN(S(=O)(=O)c2ccc(NC(=O)CNC3CCCC3)cc2)C1 (stereo not given)	-3	-1	3	5	-18	8	-18	-1	-1
O=C(Cc1ccccc1[N+](=O)[O-])OCN1C(=O)c2ccccc2C1=O	-7	-1	-5	8	11	3	14	-3	-1
CCC1C(=O)NCCN1C(=O)c1ccc2nc(Cc3ccc(OC)cc3)oc2c1 (stereo not given)	11	-3	23	4	-19	8	3	4	5
Cc1ccc(S(=O)(=O)N2CCCC2C(=O)O)s1 (stereo not given)	-4	10	13	0	-1	8	-6	0	3
COC(=O)c1ccc(NC(=O)c2cc(-c3ccccn3)nc3ccccc23)cc1	5	-9	0	3	11	8	9	-1	-6
CSCSC1=C(C#N)C(c2ccc(Cl)cc2)C(C(C)=O)=C(C)N1 (stereo not given)	-11	nt	-6	6	-8	nt	-3	-7	nt
COc1ccc(N2C(N)=C(C#N)C(c3cccnc3)C3=C2CC(C)(C)CC3=O)cc1 (stereo not given)	5	1	12	3	-8	12	-1	0	-4
COc1ccc(NC(=O)CN2CCC(C(N)=O)CC2)cc1	10	5	10	-4	-18	9	3	4	2
CCN1CCN(Cc2ccc(NC(=O)c3cc(NC(=O)c4ccc5n[nH]nc5c4)cc(OC)c3)cc2C(F)(F)F)CC1	-31	-9	-26	-7	11	-8	8	-21	7
CC(OC(=O)c1cn(-c2ccccc2)nc1-c1cccnc1)C(N)=O (stereo not given)	4	-19	-3	6	-7	3	-3	2	3
OCCNc1ncnc2c1sc1nc(N3CCOCC3)c3c(c12)CCC3	0	2	-5	-5	10	6	15	-5	-3
O=C(NCCCN1CCCCCC1)c1ccc2c(Cl)c3c(nc2c1)CCCC3	3	-1	16	4	-9	2	-5	2	2
CC(C)c1nnc(NC(=O)CCS(=O)(=O)Cc2ccccc2)s1	-1	-3	6	4	29	3	7	-2	1
CC(C)(C)c1cc(NC(=O)COC(=O)C2CC2)n(-c2ccccc2)n1	4	17	-8	10	-2	4	6	-2	0
CC(=O)Nc1c(O)nc(SCC(=O)Nc2c(C)cccc2C)[nH]c1=O	-7	-1	-4	0	16	5	0	-3	2
Cc1cc(C(=O)N2CCCC(CO)(Cc3ccc(F)cc3)C2)c(C)o1 (stereo not given)	1	-8	-8	3	-7	3	2	-2	5
COc1ccccc1CC(=O)N1CCN(S(=O)(=O)c2ccccc2)CC1	2	-2	18	1	-2	4	-4	1	7
O=C(c1cc2c(=O)n3ccccc3nc2s1)N1CCc2ccccc2C1	1	nt	19	3	-8	nt	8	2	nt
O=C(NCCC1=CCCCC1)c1cc(S(=O)(=O)N2CCOCC2)c(Cl)cc1Cl	-1	-6	3	1	-3	5	1	4	2

Complete entries from above. Order of screens: LYPLA2 counter, PAFAH2 inh, PREPL inhibitor, pPAFAH FP inh, ZTA DNA inh, PAFAH1B3 inh, EBNA-1 inh, LYPLA1 inh, PAFAH1B2 inh
Record of O=C(Cc1ccccc1[N+](=O)[O-])OCN1C(=O)c2ccccc2C1=O = -7, -1, -5, 8, 11, 3, 14, -3, -1
Record of O=C(NCCC1=CCCCC1)c1cc(S(=O)(=O)N2CCOCC2)c(Cl)cc1Cl = -1, -6, 3, 1, -3, 5, 1, 4, 2
Record of Cc1cc(C(=O)N2CCCC(CO)(Cc3ccc(F)cc3)C2)c(C)o1 (stereo not given) = 1, -8, -8, 3, -7, 3, 2, -2, 5
Record of CC(=O)Nc1c(O)nc(SCC(=O)Nc2c(C)cccc2C)[nH]c1=O = -7, -1, -4, 0, 16, 5, 0, -3, 2
Record of CSCSC1=C(C#N)C(c2ccc(Cl)cc2)C(C(C)=O)=C(C)N1 (stereo not given) = -11, nt, -6, 6, -8, nt, -3, -7, nt
